Assay outcomes as filed in PubChem.
ST2 inh = inhibitors of human ST2 (IL1RL1) binding to IL-33, primary screen, biochemical, AlphaLISA | AID 1259354, 2018 | actives 2.3% (n = 78,000) | inhibition, % for hits at 17 µM | AlphaLISA ST2-Fc/biotin-IL-33 interaction, 1 h | Interleukin-1 receptor-like 1 (Homo sapiens), Q01638; in the data active = inhibition above about 30%; inconclusive = mostly about 10% to 28%
Target sequence (Q01638 whole entry, looked up): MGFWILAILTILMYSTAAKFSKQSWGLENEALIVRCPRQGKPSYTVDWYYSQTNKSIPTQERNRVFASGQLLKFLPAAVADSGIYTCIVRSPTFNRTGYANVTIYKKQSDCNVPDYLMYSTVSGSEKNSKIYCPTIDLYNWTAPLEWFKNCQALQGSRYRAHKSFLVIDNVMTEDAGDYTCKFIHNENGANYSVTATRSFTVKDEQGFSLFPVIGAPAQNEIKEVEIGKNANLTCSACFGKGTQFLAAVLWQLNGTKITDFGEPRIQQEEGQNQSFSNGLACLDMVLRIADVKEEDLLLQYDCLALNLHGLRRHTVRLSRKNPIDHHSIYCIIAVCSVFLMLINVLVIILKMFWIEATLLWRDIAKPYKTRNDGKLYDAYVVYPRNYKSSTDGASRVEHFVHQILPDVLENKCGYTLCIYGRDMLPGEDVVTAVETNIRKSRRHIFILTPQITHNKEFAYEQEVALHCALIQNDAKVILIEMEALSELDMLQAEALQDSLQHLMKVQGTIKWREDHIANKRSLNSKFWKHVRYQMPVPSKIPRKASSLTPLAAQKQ
The depositor's hits bear a star; i = inactive; u = inconclusive.

SMILES	ST2 inh
O=C1c2ccccc2C(=O)N1CC1c2ccccc2CCN1C(=O)CN1CCOCC1 (stereo unspecified)	i
CCOC(=O)c1oc2ccccc2c1NC(=O)c1c(F)cccc1F	i
CN1CCN(C(=O)c2cc3c([nH]c2=O)CCCC3)CC1C(=O)O (stereo unspecified)	i
CC1CN(c2ncnc3nc[nH]c23)CC(C)O1 (stereo unspecified)	i
CCC1Oc2ccccc2N(Cc2ccccc2C)C1=O (stereo unspecified)	u
Cc1cc(C)n(C(=O)c2ccc(Cl)cc2)n1	i
Cn1c(SCC(=O)N2CCCCCC2)nc2c([nH]c3ccccc32)c1=O	i
COc1ccc2[nH]c(=O)c(CN3CCC(NS(C)(=O)=O)CC3)cc2c1	i
CC(C)(C)NC(=O)c1ccncc1	i
O=c1c2cnn(-c3ccccc3)c2ncn1Cc1cccnc1	i
CC(C)(C)C(=O)NCCN1CCOCC1	i
CCc1ccc(C2CC(c3ccc(Cl)cc3)n3ncnc3N2)cc1 (stereo unspecified)	i
Nc1nc(-c2ccc(-c3ccccc3CO)cc2)cs1	u
COc1cc(NC(=O)c2cc3cc4ccc(Cl)cc4nc3o2)cc(OC)c1OC	i
N#CC1=C(N)Oc2cc(N)ccc2C1c1cccc(I)c1 (stereo unspecified)	i
O=C(c1cccn2c(=O)c3c4c(sc3nc12)CCCC4)N1CCC(Cc2ccccc2)CC1	i
OCCSCCc1ccncc1	i
COc1ccc(/C=C/c2nc(=O)c(-c3ccccc3)c(C)o2)cc1	u
O=c1cc(-c2ccc(O)c(O)c2)c2c(O[C@@H]3O[C@H](CO)[C@@H](O)[C@H](O)[C@H]3O)cc(O)cc2o1	i
CC(=O)c1[nH]c(C)c(C(=O)N2CCC3(CCCN(C)CC3)CC2)c1C	u
O=C(CSc1ncnc2ccccc12)N1CCCCC1	i
COCC1(C(=O)NCc2ccc(N3CCCC3=O)cc2)CCC1	i
CCOC(=O)C1(Cc2ccccc2)CCN(Cc2ccc(C(=O)OC)cc2)CC1	i
CC(C)Cc1cc(CN2C[C@H]3C[C@H](O)[C@H](O)C[C@H]3C2)[nH]n1	i
CCC(CC)NC(=O)c1c(-c2c(Cl)cccc2Cl)noc1C	i
CCc1nc(SCC(=O)NC(C)C(=O)Nc2ccc(F)cc2C)n[nH]1 (stereo unspecified)	i
COc1cc(OC)cc(C(=O)Nc2sc3c(c2C(N)=O)CCCCC3)c1	i
COc1ccccc1S(=O)(=O)Cc1ccc(C(=O)N2CCOCC2)o1	u
CC1CC(C)CN(S(=O)(=O)c2cccc3cccnc23)C1 (stereo unspecified)	i
Cc1cc(Cl)ccc1OCC(=O)Nc1nnc(CCC(=O)c2ccccc2)s1	u
O=C(CCCOc1ccccc1)Nc1nnc(C2CCCCC2)s1	i
CCOc1ccc(C(=O)N(c2ccc(C)c(C)c2)C2C=CS(=O)(=O)C2)cc1 (stereo unspecified)	i
CCN(CC)C1CCN(C(=O)CCc2nnc(Cc3cc(OC)ccc3OC)o2)C1 (stereo unspecified)	i
CCOc1ccc2oc(-c3ccccc3)c(C(=O)O)c2c1	i
COc1ccc(-c2cc(C(=O)NCCCn3ccnc3)no2)cc1OC	i
COc1ccc(NS(=O)(=O)c2ccc3c(c2)c(=O)n(C)c(=O)n3C)cc1	i
O=S(=O)(NCc1nc2cccnc2n1Cc1ccccc1)c1ccc(Cl)cc1	i
CC(=O)NC(=O)c1cc2cc(Cl)cc(Cl)c2oc1=Nc1cccc(C#N)c1	i
CCCOc1cccc(C(=O)Nc2c(C)cccc2C)c1	i
O=C(N[C@H]1CCN2C(=O)c3ccc(Cl)cc3NC(=O)[C@H]12)c1cccs1	i
CCC(C(=O)Nc1ccc(Nc2nc(C)cc(Nc3ccc(C)cc3)n2)cc1)c1ccccc1 (stereo unspecified)	36.0%*
Cc1n[nH]c(=O)n1-c1ccc2ccccc2c1	i
O=C1c2ccccc2C(=O)N1CCCC(=O)n1ccc2ccccc21	i
CCC(Oc1ccccc1)C(=O)Nc1c(F)c(F)c(F)c(F)c1F (stereo unspecified)	i
Cc1ccsc1C1C(C#N)=C(N)SC(N)=C1C#N	i
COc1ccc(NC2(C(=O)N3[C@@H]4CC[C@H]3CNC(=O)C4)CCCC2)cc1	i
CC1(c2ccc(Cl)cc2)CC(C)(C)N(C(=O)CSC#N)c2ccccc21 (stereo unspecified)	i
Cc1ccc2c(c1)c(=O)c(C(=O)N(Cc1sccc1C)C1CC1)cn2C	i
COc1cccc(C=Nc2ccc3oc(-c4cccc(F)c4)nc3c2)c1O	u
CC(=O)Nc1ccc(NCN2C(=O)C3C4CCC(C4)C3C2=O)cc1 (stereo unspecified)	i
O=C(O)c1ccc2c(c1)C1C=CCC1C(c1ccc(Br)cc1)N2 (stereo unspecified)	i
Cc1ccc(O)c(C2NC(=O)c3c(sc(C)c3C)N2)c1 (stereo unspecified)	u
CCn1c(C2CCCN(Cc3c(Cl)cncc3Cl)C2)nn(C)c1=O (stereo unspecified)	i
O=C(NCc1ccc(Cl)cc1)c1ccc(CS(=O)(=O)c2ccc(Br)cc2)o1	i
Cn1c(=O)c2c(nc(NCc3cccnc3)n2Cc2cccc3ccccc23)n(C)c1=O	30.0%*
Cc1nn(C(=O)c2cccnc2)c(C)c1Sc1ccc(Cl)cc1	i
COc1ccc(CN2Cc3[nH]cnc3C[C@H]2C(=O)NCc2ccco2)cc1	i
Cc1ccsc1S(=O)(=O)N[C@@H]1C[C@@H](CO)N(C)C1	i
COc1c[nH]c(C(=O)N2CCOC(C(F)(F)F)C2)cc1=O (stereo unspecified)	i
Cc1c(-c2cc(C(=O)N3C[C@@H]4[C@H](C3)[C@H]3CC[C@@H]4O3)no2)cnn1C	i

The listing continues:
SMILES	ST2 inh
Cc1ccccc1N1CCN(C2CCCN(C(=O)c3scnc3C)C2)CC1 (stereo unspecified)	i
O=C(C1CCC(CNS(=O)(=O)c2cccc3nsnc23)CC1)N1CCCC1 (stereo unspecified)	i
CSc1nc2c(c(=O)[nH]1)C(c1cccnc1)C(C(=O)OC(C)C)=C(C)N2 (stereo unspecified)	i
CC(=O)Nc1ccc(Cl)c(C(=O)N(C)Cc2ccsc2)c1	u
C/C(=C\c1nsc(Nc2ccc(Cl)c(Cl)c2)n1)NC(C)C	i
CCCCC/C=C\CC(O)/C=C/c1cccc(CC(O)CCCCO)n1 (stereo unspecified)	u
Cc1ccc(-c2nnc3s/c(=C\c4ccc(Cl)cc4)c(=O)n23)cc1	i
Cc1[nH]c2ccccc2c1SCCNC(=O)c1cccc(Cl)c1	i
CC(C)C(Cn1ccnc1)NC(=O)C1(c2ccccc2F)CC1 (stereo unspecified)	i
COc1ccc(OC)c(-c2cc(C(=O)NCc3ccco3)no2)c1	i
Cc1nnn(C23C[C@@H]4C[C@@H](CC(NC(=O)[C@H](N)CC(C)C)(C4)C2)C3)n1	i
O=C(NCc1ccc(F)cc1)c1ccccc1Br	i
CC(C)(Oc1ccc(Cl)cc1)C(=O)Nc1ccc(Cl)cc1F	i
COc1cc2c(C(=O)N3CCCC(C)C3)cn(C)c(=O)c2cc1OC (stereo unspecified)	i
Cc1ccc(-n2c(CN3CCN(S(=O)(=O)c4ccc(C(C)(C)C)cc4)CC3)nc3cccnc32)cc1	i
CCCCC1=NC2(CCN(C(=O)C(NC(C)=O)C(C)C)CC2)C(=O)N1 (stereo unspecified)	u
O=C(c1ccc(CO)o1)N1CCCCC1CCc1cccc(O)c1 (stereo unspecified)	i
CCCCc1ccc(N=Cc2nc(-c3ccc(Cl)cc3)oc2O)cc1	i
Cc1ccsc1-c1cn(CC2(Cn3ccnc3C)CC2)nn1	u
O=C(NC[C@H]1O[C@@H](CC(=O)N2CCN(c3ccccc3)CC2)[C@H](O)[C@@H]1O)Nc1cccc(F)c1	i
O=C(c1cccc(Br)c1)N1CCN(c2ccc([N+](=O)[O-])c(N3CCOCC3)c2)CC1	u
CSc1nnc2n(-c3ccc(C)cc3)c(=O)c3c4c(sc3n12)COC(C(C)C)C4 (stereo unspecified)	i
COc1ccccc1-n1cc(-c2ccnc(N(C)Cc3cnccn3)n2)cn1	u
COc1cccc(C(=O)Nc2c3c(nn2-c2cccc(Cl)c2)CS(=O)C3)c1OC (stereo unspecified)	i
Cc1ccc(S(=O)(=O)N2C[C@H]3C[C@H](O)[C@H](O)C[C@H]3C2)c(F)c1	i
CCOC(=O)c1sc2nc(C)nc(NC(C)CC)c2c1C (stereo unspecified)	i
CC(C)(C)OC(=O)NC(Cc1ccccc1)C(=O)O (stereo unspecified)	u
COc1ccc(OC)c(C(=O)c2coc3ccc(OC)cc23)c1	i
N=C1S/C(=C\c2ccc([N+](=O)[O-])cc2)C(=O)N1c1nccs1	u
COc1ccc(S(=O)(=O)N2c3cc(C)ccc3C(C)=CC2(C)C)cc1	i
Cc1ccc(CNC(=O)c2c[nH]n3c(=O)c(Cc4ccc(Cl)cc4)c(C)nc23)cc1	i
COc1ccccc1/C=C1\N=C(c2ccccc2C)OC1=O	u
CC(=O)N1c2c(cc(Br)cc2S(=O)(=O)Nc2cccc(Cl)c2)CC1C (stereo unspecified)	i
Cc1ccc(-c2cnc(-c3ccc(Br)cc3)o2)cc1	i
Cc1cccc(NC(=O)CC(=O)NC2(c3cc(F)ccc3F)CC2)c1C	i
Cn1c(=O)[nH]c(=O)c2c1nc(CN1CCOCC1)n2Cc1ccc(F)cc1	u
CC1CCC(NC(=O)CN2CCN(Cc3ccc(F)cc3)C2=O)CC1 (stereo unspecified)	i
C=CCOc1ccc(Cl)cc1/C=C(\C#N)c1nc2ccccc2[nH]1	i
CCCS(=O)(=O)N1CCC(C(=O)NCCCN2CCCCC2C)CC1 (stereo unspecified)	i
CC1CCN(C(=O)CSc2nc3ccccc3[nH]2)CC1	i
CSc1nc2c(c(=O)[nH]1)C(c1ccc3c(c1)OCO3)C1=C(CCCC1=O)N2 (stereo unspecified)	i
CCn1c(CC2CCN(Cc3cc(C(C)C)no3)CC2)n[nH]c1=O	i
Cc1ccccc1CCN1CCCC(CN(C)C(=O)/C=C/c2nc3ccccc3s2)C1 (stereo unspecified)	u
COC(=O)[C@@H]1C[C@@H](N(C)C)CN1C(=O)c1cnc(C(C)C)nc1C	i
CC(=O)N1c2c(cc(Br)cc2S(=O)(=O)NCc2ccc(C)cc2)CC1C (stereo unspecified)	i
C=CCn1cc(CN2CCn3nc(-c4nc5ccccc5n4C)cc3C2)c(C)n1	u
COC(=O)C1C(=O)NC(SC)=C(C#N)C1c1ccccc1OC (stereo unspecified)	u
COC(=O)c1cc2n(n1)CCN(C(=O)CC(=O)Nc1ccc(C)cc1)C2	i
CC(=O)c1cccc(NC(=O)C(CC(C)C)N2C(=O)c3ccccc3C2=O)c1 (stereo unspecified)	i
COc1ccc(C(=O)Nc2ccccc2[N+](=O)[O-])cc1S(=O)(=O)N1CCOCC1	u
CCC(C)NC(=O)c1cn(C)c(=O)c2cc(OC)c(OC)cc12 (stereo unspecified)	i
Cc1ccc(CN2C(=O)CCC2C(=O)NCc2cccnc2)cc1 (stereo unspecified)	u
O=C(Nc1nnc(-c2ccccc2Cl)s1)Nc1ccccc1F	i
Cc1oc(-c2cccc(Br)c2)[n+]([O-])c1C	i
O=C(NC[C@H]1O[C@@H](CO)[C@@H](O)[C@H]1N1CCN(c2cccc(C(F)(F)F)c2)CC1)Nc1cccc(Cl)c1	i
CCCC1=C(C(=O)OCC)C(c2ccccc2OC)C(C#N)=C(N)O1 (stereo unspecified)	u
Cc1cc(Nc2ccc(Br)cc2)n2ncnc2n1	i
CCOc1ccccc1N1CCN(Cc2ccc([N+](=O)[O-])cc2)CC1	i
Cc1cccc(CC(=O)NC2CC(=O)N(c3ccc(C)c(C)c3)C2)c1 (stereo unspecified)	i
O=C(CCc1c[nH]c2ccccc12)NCc1ccccc1-n1cncn1	i

Remaining list, next part.
SMILES	ST2 inh
OC1C[C@H]2CC[C@@H](C1)N2c1nccc(CCC(F)(F)F)n1 (stereo partly specified)	i
O=C(NC1CCCCC1)n1c(=O)oc2cc(S(=O)(=O)N3CCCCC3)ccc21	i
CCS(=O)(=O)N1CCN(c2cc(-c3ccc(OC)cc3)ncn2)CC1	i
COc1ccc(C2OCC3(CO2)SC2=NCN(C)CN2C3=O)cc1OC (stereo unspecified)	i
CC(c1ccccc1)N1CCC(=O)C2=C1CCCC2 (stereo unspecified)	u

Structural class, the compounds so far with fluorine (16)
SMILES	ST2 inh
CCOC(=O)c1oc2ccccc2c1NC(=O)c1c(F)cccc1F	i
CCc1nc(SCC(=O)NC(C)C(=O)Nc2ccc(F)cc2C)n[nH]1 (stereo unspecified)	i
CCC(Oc1ccccc1)C(=O)Nc1c(F)c(F)c(F)c(F)c1F (stereo unspecified)	i
COc1cccc(C=Nc2ccc3oc(-c4cccc(F)c4)nc3c2)c1O	u
COc1c[nH]c(C(=O)N2CCOC(C(F)(F)F)C2)cc1=O (stereo unspecified)	i
CC(C)C(Cn1ccnc1)NC(=O)C1(c2ccccc2F)CC1 (stereo unspecified)	i
O=C(NCc1ccc(F)cc1)c1ccccc1Br	i
CC(C)(Oc1ccc(Cl)cc1)C(=O)Nc1ccc(Cl)cc1F	i
O=C(NC[C@H]1O[C@@H](CC(=O)N2CCN(c3ccccc3)CC2)[C@H](O)[C@@H]1O)Nc1cccc(F)c1	i
Cc1ccc(S(=O)(=O)N2C[C@H]3C[C@H](O)[C@H](O)C[C@H]3C2)c(F)c1	i
Cc1cccc(NC(=O)CC(=O)NC2(c3cc(F)ccc3F)CC2)c1C	i
Cn1c(=O)[nH]c(=O)c2c1nc(CN1CCOCC1)n2Cc1ccc(F)cc1	u
CC1CCC(NC(=O)CN2CCN(Cc3ccc(F)cc3)C2=O)CC1 (stereo unspecified)	i
O=C(Nc1nnc(-c2ccccc2Cl)s1)Nc1ccccc1F	i
O=C(NC[C@H]1O[C@@H](CO)[C@@H](O)[C@H]1N1CCN(c2cccc(C(F)(F)F)c2)CC1)Nc1cccc(Cl)c1	i
OC1C[C@H]2CC[C@@H](C1)N2c1nccc(CCC(F)(F)F)n1 (stereo partly specified)	i

A portion of the library; the hit share may differ from the screen's.
